# Mtb BioA inh – M. tuberculosis BioA enzyme inhibitors, primary screen, biochemical, plate reader, single point, HTS; 7,8-diaminopelargonic acid synthase BioA (Mycobacterium tuberculosis); purified M. tuberculosis BioA enzyme; inhibition, % at 9.99 µM; 360,000 tested, 0.096% active; in the data active = inhibition above about 40%
# Active calls of the source: *. A portion of the library (hit frequency here may not be typical).
SMILES,Mtb BioA inh
CCCNC(=O)C[C@@H]1CC[C@H]2[C@@H](COC[C@H](O)CN2C(=O)Nc2cccc(Cl)c2)O1,0.4
O=C(N[C@@H]1CC[C@H](CCNC(=O)C2CCCC2)O[C@@H]1CO)c1ccncc1,-2.6
O=C(N[C@H]1CC[C@@H](CCNC(=O)c2cnccn2)O[C@H]1CO)c1ccc2c(c1)OCO2,3.5
COc1ccc(-c2ccc3c(c2)O[C@@H](CN(C)Cc2ccccc2C(=O)O)[C@H](C)CN([C@H](C)CO)S3(=O)=O)cc1,6.5
CNC[C@H]1Oc2c(N)cccc2C(=O)N([C@@H](C)CO)C[C@@H]1C,0.2
C[C@@H]1CCCCO[C@H](CN(C)C(=O)CCC(F)(F)F)[C@@H](C)CN([C@H](C)CO)C(=O)c2cc(NS(=O)(=O)c3ccc(F)cc3)ccc2O1,0.9
C[C@H](CO)N1C[C@H](C)[C@H](CN(C)Cc2ccc3c(c2)OCO3)Oc2ncc(C#Cc3ccccc3)cc2C1=O,-1.7
COCC(=O)N1C[C@H](C)[C@H](OC)CN(C)C(=O)c2cc(NC(=O)c3ccc(OC)cc3)ccc2OC[C@H]1C,0.8
O=C(NCC1CCCCC1)[C@@H]1N[C@@H]2c3ccc(-c4ccccc4F)c(=O)n3C[C@@H]2[C@H]1CO,-2.1
C[C@H](O)C#Cc1cnc2c(c1)C(=O)N([C@H](C)CO)C[C@H](C)[C@@H](CN(C)C(=O)Nc1ccc(F)cc1)O2,-1.5
CCCN(C)C[C@@H]1Oc2ncc(C#Cc3ccc(OC)cc3)cc2C(=O)N([C@@H](C)CO)C[C@@H]1C,-1.0
CC(C)NC(=O)N(C)C[C@@H]1Oc2ccc(NC(=O)C3CCCCC3)cc2C(=O)N([C@H](C)CO)C[C@@H]1C,-0.4
CCC(=O)Nc1ccc2c(c1)OC[C@H](C)N(C(=O)Cc1ccccn1)C[C@H](C)[C@H](OC)CN(C)C2=O,-1.4
COc1ccc(CN(C)C[C@H]2OCCCC[C@@H](C)Oc3ccc(NS(=O)(=O)c4ccccc4)cc3C(=O)N([C@@H](C)CO)C[C@@H]2C)cc1,0.9
C[C@H](O)C#Cc1cnc2c(c1)C(=O)N([C@H](C)CO)C[C@H](C)[C@H](CN(C)C(=O)c1ccccc1)O2,1.9
O=C(C[C@@H]1C[C@@H]2c3cc(NC(=O)Cc4ccncc4)ccc3O[C@@H]2[C@H](CO)O1)NCc1ccccc1,-0.6
COc1cccc(-c2cnc3c(c2)C(=O)N([C@H](C)CO)C[C@@H](C)[C@@H](CN(C)Cc2cccnc2)O3)c1,1.2
O=C(C[C@@H]1CC[C@H]2[C@@H](COC[C@H](O)CN2Cc2ccc(Cl)cc2)O1)Nc1nccs1,4.0
O=C(c1ccccn1)N1C[C@H]2[C@@H](c3ccccc31)[C@H](CO)N2C(=O)C1CCOCC1,-0.4
C/C=C/c1ccc2c(c1)O[C@@H](CN(C)C(=O)C1CCCCC1)[C@H](C)CN([C@H](C)CO)S2(=O)=O,2.8
CO[C@@H]1CN(C)C(=O)c2ccc(NC(=O)c3cccc(F)c3)cc2OC[C@H](C)N(C(C)=O)C[C@@H]1C,0.5
C[C@@H]1CN([C@H](C)CO)C(=O)c2cccc(NC(=O)c3nc4ccccc4s3)c2O[C@@H]1CN(C)S(C)(=O)=O,-1.3
Cc1ccc(-c2ccc3c(c2)O[C@@H](CN(C)Cc2cncnc2)[C@@H](C)CN([C@@H](C)CO)S3(=O)=O)cc1,4.9
CCCNC(=O)N[C@H]1CC[C@@H](CCn2cc(-c3cccc(F)c3)nn2)O[C@H]1CO,20
COc1ccc(S(=O)(=O)Nc2ccc3c(c2)CC(=O)N([C@H](C)CO)C[C@H](C)[C@H](CN(C)C(=O)NC2CCCCC2)O3)cc1,3.6

# Brought forward from above: 3 entries; new compounds follow.
SMILES,Mtb BioA inh
Cc1ccc(-c2ccc3c(c2)O[C@@H](CN(C)Cc2cncnc2)[C@@H](C)CN([C@@H](C)CO)S3(=O)=O)cc1,4.9
CCCNC(=O)N[C@H]1CC[C@@H](CCn2cc(-c3cccc(F)c3)nn2)O[C@H]1CO,20
COc1ccc(S(=O)(=O)Nc2ccc3c(c2)CC(=O)N([C@H](C)CO)C[C@H](C)[C@H](CN(C)C(=O)NC2CCCCC2)O3)cc1,3.6
CN1c2ccc(C3=CCCCC3)cc2[C@@H]2[C@@H](CCN2C(=O)c2ccccc2F)[C@@H]1CO,-1.4
C[C@H]1CN([C@@H](C)CO)C(=O)c2cc(NS(=O)(=O)c3cccs3)ccc2O[C@H]1CN(C)CC1CCCCC1,-0.5
C[C@@H]1CN([C@H](C)CO)S(=O)(=O)c2ccc(C#Cc3ccccn3)cc2O[C@@H]1CN(C)Cc1cccc(F)c1,-2.4
C[C@H](C(=O)N(C)C[C@@H]1OCc2ccccc2-c2ccccc2C(=O)N([C@@H](C)CO)C[C@@H]1C)c1ccccc1,-0.3
C/C=C/c1cnc2c(c1)C(=O)N([C@H](C)CO)C[C@H](C)[C@H](CN(C)S(=O)(=O)c1cn(C)cn1)O2,-0.2
O=C(C[C@@H]1CC[C@@H]2[C@H](COC[C@H](O)CN2C(=O)Nc2ccccc2)O1)NCCc1ccncc1,1.4
CO[C@H]1CN(C)C(=O)c2ccc(NS(=O)(=O)c3cn(C)cn3)cc2OC[C@H](C)N(CC2CC2)C[C@H]1C,-0.9
C[C@@H]1CCCCO[C@@H](CN(C)C(=O)Nc2cccc3ccccc23)[C@H](C)CN([C@@H](C)CO)C(=O)c2cc(NC(=O)Cc3ccccc3)ccc2O1,0.7
COc1ccc(CN(C)C[C@H]2Oc3c(NS(=O)(=O)c4ccc(C)cc4)cccc3C(=O)N([C@@H](C)CO)C[C@@H]2C)cc1,-0.7
COc1ccccc1C(=O)Nc1ccc2c(c1)C(=O)N(C)C[C@@H](OC)[C@@H](C)CN(C)[C@H](C)CO2,-2.2
Cc1ccc(S(=O)(=O)NCC[C@@H]2CC[C@@H](NC(=O)c3cnccn3)[C@H](CO)O2)cc1,7.8
C[C@@H]1CN([C@@H](C)CO)C(=O)c2cccc(NS(C)(=O)=O)c2O[C@H]1CN(C)S(=O)(=O)c1ccccc1,-0.8
CCCNC(=O)C[C@@H]1CC[C@@H]2[C@H](COc3ccc(NC(=O)c4cccs4)cc3C(=O)N2C)O1,3.9
COc1ccccc1C#Cc1cnc2c(c1)C(=O)N([C@@H](C)CO)C[C@@H](C)[C@@H](CN(C)C(=O)CC1CC1)O2,-1.6
COCC(=O)Nc1ccc2c(c1)C(=O)N(C)C[C@@H](OC)[C@@H](C)CN(C(=O)COC)[C@@H](C)CO2,-2.5
C[C@@H]1CN([C@@H](C)CO)C(=O)c2cc(NS(C)(=O)=O)ccc2O[C@@H](C)CCCCO[C@@H]1CN(C)S(=O)(=O)c1cccs1,-0.1
COc1ccc(NC(=O)N(C)C[C@@H]2Oc3ccc(NC(=O)CCCN(C)C)cc3C(=O)N([C@H](C)CO)C[C@@H]2C)cc1,-2.4
O=C(C[C@H]1CC[C@H]2[C@@H](COC[C@H](O)CN2Cc2ccc(Oc3ccccc3)cc2)O1)Nc1nccs1,-0.8
CC(C)CC#Cc1cnc2c(c1)C(=O)N([C@H](C)CO)C[C@H](C)[C@@H](CN(C)Cc1ccccc1)O2,7.1
C[C@H]1CN([C@@H](C)CO)C(=O)Cc2cc(NS(=O)(=O)c3cccs3)ccc2O[C@@H]1CN(C)Cc1ccc(Cl)c(Cl)c1,0.4
COc1cccc(S(=O)(=O)N2CCCCN3[C@H](CO)[C@H](c4ccc(C#CCC(C)C)cc4)[C@@H]3C2)c1,-3.2
O=C(C[C@H]1CC[C@@H]2[C@H](COC[C@@H](O)CN2CCC(F)(F)F)O1)NCc1ccc(Oc2ccccc2)cc1,-0.3
C[C@@H]1CN([C@H](C)CO)C(=O)c2cc(NC(=O)Nc3cccc4ccccc34)ccc2O[C@@H]1CN(C)C(=O)Nc1ccc(F)cc1,-2.4
C[C@H]1CN([C@@H](C)CO)C(=O)c2cc(NC(=O)C3CC3)ccc2O[C@@H]1CN(C)Cc1ccc(-c2ccccc2)cc1,-3.5
C[C@H]1CN([C@@H](C)CO)C(=O)c2cc(NC(=O)Nc3ccc4c(c3)OCO4)ccc2O[C@H]1CN(C)C(=O)Nc1ccc(C(F)(F)F)cc1,-3.5
SMILES,Mtb BioA inh
CCCN(C)C[C@@H]1Oc2ncc(-c3ccc(OC)cc3)cc2C(=O)N([C@H](C)CO)C[C@@H]1C,1.2
O=C(C[C@H]1CC[C@@H]2[C@H](COC[C@H](O)CN2C(=O)Nc2ccc(Cl)cc2)O1)N1CCCCC1,-1.8
O=C(C1CCCCC1)N1[C@@H](CO)[C@@H]2c3ccccc3N(S(=O)(=O)c3ccccc3)C[C@@H]21,-2.1
CCC(=O)N[C@H]1CC[C@@H](CC(=O)NCc2ccccc2F)O[C@@H]1CO,0.4
C[C@@H]1CCCCO[C@H](CN(C)Cc2ccc(C(=O)O)cc2)[C@H](C)CN([C@H](C)CO)C(=O)c2cc(N(C)C)ccc2O1,-1.9
C[C@@H]1CN([C@@H](C)CO)C(=O)Cc2cc(NC(=O)Nc3ccc4c(c3)OCO4)ccc2O[C@@H]1CN(C)CC1CCCCC1,-3.4
C[C@H]1CN([C@@H](C)CO)C(=O)c2cccc(NC(=O)Nc3ccccc3)c2O[C@H]1CN(C)S(=O)(=O)c1ccc(F)cc1,0.3
Cn1cnc(CCNC(=O)C[C@H]2CC[C@@H]3[C@H](COC[C@H](O)CN3C(=O)Nc3ccc(C(F)(F)F)cc3)O2)c1,-0.7
C[C@H]1CCCCO[C@H](CN(C)S(=O)(=O)c2cccs2)[C@@H](C)CN([C@@H](C)CO)C(=O)c2cc(NC(=O)C3CCCCC3)ccc2O1,2.0
CCCN1C[C@@H](C)[C@@H](OC)CN(C)C(=O)c2ccc(NC(=O)C3CC3)cc2OC[C@H]1C,0.3
CCCNC(=O)N(C)C[C@@H]1Oc2ncc(C#CC(C)C)cc2C(=O)N([C@@H](C)CO)C[C@H]1C,1.1
CCNC(=O)C[C@@H]1CC[C@@H]2[C@@H](COc3ccc(NC(=O)Nc4ccccc4Cl)cc3C(=O)N2C)O1,0.7
C[C@@H]1CN([C@@H](C)CO)C(=O)c2cccc(NS(=O)(=O)c3ccc(F)cc3)c2O[C@@H]1CN(C)Cc1ccccc1,0.8
Cc1ccc(S(=O)(=O)N[C@H]2C=C[C@H](CC(=O)O)O[C@@H]2CO)cc1,-0.6
Cc1noc(C)c1S(=O)(=O)N(C)C[C@@H]1Oc2ccc(NC(=O)NC3CCCCC3)cc2CC(=O)N([C@@H](C)CO)C[C@@H]1C,-0.8
C[C@@H]1CN([C@@H](C)CO)C(=O)c2cccc(NS(=O)(=O)c3ccc(Cl)cc3)c2O[C@H]1CN(C)Cc1ccc(Oc2ccccc2)cc1,0.9
CO[C@H]1CN(C)C(=O)c2cc(NS(=O)(=O)Cc3ccccc3)ccc2OC[C@H](C)NC[C@H]1C,-0.5
Cc1noc(C)c1S(=O)(=O)Nc1ccc2c(c1)C(=O)N([C@@H](C)CO)C[C@@H](C)[C@H](CN(C)S(=O)(=O)c1cn(C)cn1)OCCCC[C@H](C)O2,3.9
COc1ccccc1-c1ccc2c(c1)O[C@H](CN(C)C(=O)Nc1cccc(F)c1)[C@H](C)CN([C@H](C)CO)S2(=O)=O,5.3
O=C(NCC[C@H]1CC[C@H](NC(=O)C2CCCC2)[C@@H](CO)O1)c1ccc(F)cc1,-0.8
O=C(C[C@@H]1CC[C@@H](NC(=O)c2ccc3c(c2)OCO3)[C@H](CO)O1)NCc1ccc(Oc2ccccc2)cc1,-1.0
COc1ccccc1S(=O)(=O)Nc1ccc2c(c1)C(=O)N(C)C[C@H](OC)[C@@H](C)CN[C@@H](C)CO2,-1.6
COC(=O)C[C@@H]1CC[C@@H]2[C@H](COc3ccc(NS(C)(=O)=O)cc3C(=O)N2C)O1,9.5
CCCNC(=O)N(C)C[C@H]1Oc2cc(C#Cc3cccc(F)c3)ccc2S(=O)(=O)N([C@@H](C)CO)C[C@H]1C,-0.7
COc1ccc(S(=O)(=O)Nc2cccc3c2O[C@@H](CN(C)Cc2ccc4c(c2)OCO4)[C@H](C)CN([C@@H](C)CO)C3=O)cc1,1.5
SMILES,Mtb BioA inh
CC(C)NC(=O)Nc1ccc2c(c1)C(=O)N([C@@H](C)CO)C[C@@H](C)[C@H](CN(C)Cc1ccc(Oc3ccccc3)cc1)O2,4.1
CC(C)NC(=O)N1C[C@@H]2[C@H](c3ccccc31)[C@@H](CO)N2Cc1ccc(Cl)cc1,-1.9
COc1ccccc1NC(=O)N[C@H]1CC[C@H](CC(=O)N[C@@H](C)c2ccccc2)O[C@H]1CO,-3.9
C[C@H]1CN([C@@H](C)CO)C(=O)c2cc(C#CC3CCCCC3)cnc2O[C@H]1CN(C)Cc1cccnc1,2.6
C[C@H]1CN([C@@H](C)CO)S(=O)(=O)c2ccc(C#Cc3ccc(F)cc3)cc2O[C@@H]1CN(C)S(=O)(=O)c1ccc(F)cc1,0.1
CO[C@@H]1CN(C)C(=O)c2cc(NC(C)=O)ccc2OC[C@H](C)N(Cc2ccccc2F)C[C@H]1C,3.3

# Not a retest: an excerpt of the list.
SMILES,Mtb BioA inh
COc1ccc(S(=O)(=O)Nc2cccc3c2O[C@@H](CN(C)Cc2ccc4c(c2)OCO4)[C@H](C)CN([C@@H](C)CO)C3=O)cc1,1.5
CC(C)NC(=O)Nc1ccc2c(c1)C(=O)N([C@@H](C)CO)C[C@@H](C)[C@H](CN(C)Cc1ccc(Oc3ccccc3)cc1)O2,4.1
CC(C)NC(=O)N1C[C@@H]2[C@H](c3ccccc31)[C@@H](CO)N2Cc1ccc(Cl)cc1,-1.9
COc1ccccc1NC(=O)N[C@H]1CC[C@H](CC(=O)N[C@@H](C)c2ccccc2)O[C@H]1CO,-3.9
